PTHR1 ag = activates the human parathyroid hormone receptor PTHR1; Q03431; HEK293 GP2 PTHR1 cells, GloSensor cAMP luminescence, 1 h; Potency, µM (top dose mostly 115 µM), for the others: at the top dose activation, actives largely listed as activators; 410,000 compounds, 0.075% hits; AID 743266; further: nearly all actives have a fitted effect of over 55% in size; some results filed as inactive show a strong effect at the top dose; inactives centre near -15; many of its hits are not listed in these tables
Target sequence (Q03431 whole entry, looked up): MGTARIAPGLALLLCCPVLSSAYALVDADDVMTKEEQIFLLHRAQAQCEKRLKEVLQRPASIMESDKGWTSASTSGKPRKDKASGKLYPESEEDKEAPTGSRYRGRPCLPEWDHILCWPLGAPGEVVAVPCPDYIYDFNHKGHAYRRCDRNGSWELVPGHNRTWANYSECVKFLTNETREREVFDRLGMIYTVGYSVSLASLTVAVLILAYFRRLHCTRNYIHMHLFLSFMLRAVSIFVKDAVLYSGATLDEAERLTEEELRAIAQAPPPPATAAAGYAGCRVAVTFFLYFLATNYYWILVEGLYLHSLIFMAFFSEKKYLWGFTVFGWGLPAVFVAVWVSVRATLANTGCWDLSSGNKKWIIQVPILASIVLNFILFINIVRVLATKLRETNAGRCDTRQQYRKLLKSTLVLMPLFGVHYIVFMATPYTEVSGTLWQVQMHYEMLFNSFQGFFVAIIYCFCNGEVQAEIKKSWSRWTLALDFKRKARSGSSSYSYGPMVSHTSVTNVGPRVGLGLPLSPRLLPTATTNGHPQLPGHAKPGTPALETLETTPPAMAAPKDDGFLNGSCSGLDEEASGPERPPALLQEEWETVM
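HEK-293-derived GP2 cells expressing PTHR1 and a GloSensor cAMP reporter, 3,000/well, plated overnight, given luciferin plus IBMX (each 0.5 mM as added) for 1 h at 37 °C, then compound for 1 h at 37 °C. Luminescence was read after 15 min at room temperature.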
FUS suppressor = suppressors of FUS proteinopathy in yeast; AID 1347120; 390,000 compounds, 0.24% hits; S. cerevisiae FUS-expressing, growth rescue, OD600, 24 h; Potency, µM (titrated, usually from 76.6 µM), for inactives: at the highest dose growth rescue (activation), usual class: activators;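 further: plate controls were DMSO vehicle for no effect and reference control for full effect; nearly all actives have a fitted effect of over 55% in size; some results filed as inactive show a strong effect at the top dose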
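Restored growth of FUS-toxic S. cerevisiae, read as 600 nm absorbance after 24 h at 30C in galactose medium (starting OD 0.005). Controls CP55940 and DMSO.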
TDP-43 yeast inh = inhibitors of TDP-43 toxicity in yeast. TDP-43 expressing yeast growth rescue, BacTiter-Glo, 24 h. Potency, µM (titrated, usually from 46.1 µM), for the others: at the top dose growth rescue (activation), most hits filed as activators. 410,000 compounds, 1.8% hits; further: % of control where 0% means no effect; nearly all actives have a fitted effect of over 50% in size
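Cell-based yeast growth screen: TDP-43 expression induced in galactose, inoculum OD600=0.02 after raffinose pregrowth to mid-log. Read-out BacTiter-Glo luminescence at 24 hr, 30 deg C; inhibition of toxicity seen as signal increase.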
EPAC1 agonist = agonists of human EPAC1. Potency, µM (doses to about 154 µM), inactives show at the top dose activation, usual class: activators. 360,000 compounds, 0.073% hits. O95398. EPAC1 agonist qHTS, biochemical assay; response scale: 100% = response to 6.5 mM cAMP; further: nearly all actives have a fitted effect of over 60% in size
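Multi-concentration qHTS readout: loss of Rap1B-bound BODIPY-GDP fluorescence driven by 100 nM EPAC1 with excess GDP (50 uM), monitored kinetically at room temperature; agonist response expressed relative to 6.5 mM cAMP.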
aSyn yeast inh = inhibitors of alpha-synuclein toxicity in yeast; Yeast expressing alpha-synuclein, growth rescue, BacTiter-Glo, 24 h; Potency, µM (highest dose often 46.1 µM), for inactives: top-dose growth rescue (activation), most hits filed as activators; 370,000 compounds, 0.14% hits; further: % of control where 0% means no effect; nearly all actives have a fitted effect of over 65% in size
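Rescue of yeast growth: cells expressing toxic alpha-synuclein, induced in galactose at OD600 0.02, incubated with compound 24 h at 30 C. ATP luminescence quantified growth; inhibitors of toxicity appear as activators.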
EPAC2 antagonist = blocks human EPAC2 exchange factor. Potency, µM (highest dose often 114 µM), for the others: at the top dose activity, negative = inhibition, actives largely listed as inhibitors. EPAC2 GEF exchange of Rap1B-BODIPY-GDP, fluorescence. 360,000 compounds, 0.18% hits; further: on the % scale 0 is the no-effect control and ±100 the full control effect; nearly all actives have a fitted effect of over 45% in size; many of its hits are not listed in these tables
EPAC2 ag = EPAC2 (human) agonism; Q8WZA2; 360,000 compounds, 0.079% hits; EPAC2 activation, biochemical qHTS; response scale: 100% = 6.5 mM cAMP response; Potency, µM (highest dose often 154 µM), inactives show top-dose activation, usual class: activators; further: nearly all actives have a fitted effect of over 50% in size
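Compounds were titrated in qHTS against a Rap1B-BODIPY-GDP (250 nM) complex with EPAC2 (100 nM) and GDP (50 uM). BODIPY-GDP release tracked at 480/540 nm over 30 min at room temperature, normalized to 6.5 mM cAMP.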
EPAC1 antag = EPAC1 (human) antagonism. Potency, µM (doses to about 115 µM), for inactives: at the top dose activity change, negative = inhibition, actives largely listed as inhibitors. 360,000 compounds, 0.14% hits. O95398. EPAC1 GEF assay, Rap1b-BODIPY-GDP exchange fluorescence;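 further: plate controls were vehicle for no effect and positive control for full effect; nearly all actives have a fitted effect of over 50% in size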
* hit, by the source's call; i = inactive; ? = inconclusive; . = no result given; & = joins results of further samples; [ ] = dose if it differs, or a comment. The call rests on the fitted dose curve; in most records, active means well fitted curve in the direction sought with a large enough effect; inconclusive means small, poorly fitted or top-dose-only effect, or another doubt; inactive means no such curve, though single readings can be large; an effect the other way counts as inactive or inconclusive. Potency means the concentration at half of the fitted maximal effect. These rows are one share of the data; the hit share may differ from the screen's.

Below each compound: PTHR1 ag, FUS suppressor, TDP-43 yeast inh, EPAC1 agonist, aSyn yeast inh, EPAC2 antagonist, EPAC2 ag, EPAC1 antag
CC(O)(c1cccnc1)c1nc(-c2cc(F)cc(F)c2)cs1 (centres undefined)
  i, -3.9%, 10.9%, -2.0%, 0.8%, -9.3%, 1.7%, -4.4%
CC1CC2C3CCC4=CC(=O)C=CC4(C)C3(F)C(O)CC2(C)C1(O)C(=O)CO (centres undefined)
  i, 2.7%, 11.9%, 8.3%, -0.4%, 20.2%, 11.2%, -2.0%
Fc1cccc(NC(=S)N2CCN(c3ccccn3)CC2)c1
  i, 4.4%, 6.4%, 7.5%, -2.8%, -2.5%, 6.5%, -2.9%
COc1ccc(-n2nnnc2SC(C)C(=O)NCC(=O)Nc2ccc(F)c(F)c2F)cc1 (centres undefined)
  -7.4%, 14.7%, 2.3%, -6.7%, -1.7%, -2.0%, -7.1%, -2.8%
COc1ccccc1-c1ccc2c(c1)O[C@@H](CN(C)C(=O)c1ccncc1)[C@H](C)CN([C@@H](C)CO)S2(=O)=O
  -5.3%, 9.3%, 23.0%, 3.3%, -5.7%, 1.6%, 18.9%, -0.2%
COc1ccccc1N(CC(=O)NCc1ccco1)S(=O)(=O)c1ccc(C)cc1
  -3.5%, 14.2%, -6.3%, 1.3%, 9.4%, 4.6%, -0.7%, -34.0%
Cc1cc(C)cc(C(=O)NC2C(=O)N3C(C(=O)O)=C(CSc4nnc(C)s4)CSC23)c1 (centres undefined)
  i, -17.6%, 5.6%, -9.2%, ?, 7.6%, 12.0%, 15.1%
COc1cc(NC(=O)CC[C@H]2O[C@@H](n3cnc4c(NC(=O)c5ccccc5)ncnc43)[C@H](O)[C@@H]2O)cc(OC)c1OC
  -15.0%, -18.7%, -5.5%, -10.7%, -3.7%, 5.1%, 11.7%, 7.8%
COCCNc1nc(C)cc(-c2cc(C(=O)NCc3ccccc3)on2)n1
  -11.8%, -9.4%, 3.4%, -1.5%, 10.9%, -1.1%, 10.7%, -27.3%
CCOC(=O)C1(Cc2cccc(F)c2)CCN(C(=O)C2CCOCC2)CC1
  i, 9.9%, 19.3%, 2.4%, 9.4%, 7.7%, 17.7%, 7.1%

Some of these compounds in order of heavy-atom count, high to low:
Below each compound: PTHR1 ag, FUS suppressor, TDP-43 yeast inh, EPAC1 agonist, aSyn yeast inh, EPAC2 antagonist, EPAC2 ag, EPAC1 antag
COc1ccc(-n2nnnc2SC(C)C(=O)NCC(=O)Nc2ccc(F)c(F)c2F)cc1 (centres undefined)
  -7.4%, 14.7%, 2.3%, -6.7%, -1.7%, -2.0%, -7.1%, -2.8%
Cc1cc(C)cc(C(=O)NC2C(=O)N3C(C(=O)O)=C(CSc4nnc(C)s4)CSC23)c1 (centres undefined)
  i, -17.6%, 5.6%, -9.2%, ?, 7.6%, 12.0%, 15.1%
CC1CC2C3CCC4=CC(=O)C=CC4(C)C3(F)C(O)CC2(C)C1(O)C(=O)CO (centres undefined)
  i, 2.7%, 11.9%, 8.3%, -0.4%, 20.2%, 11.2%, -2.0%
Fc1cccc(NC(=S)N2CCN(c3ccccn3)CC2)c1
  i, 4.4%, 6.4%, 7.5%, -2.8%, -2.5%, 6.5%, -2.9%

Later entries
Below each compound: PTHR1 ag, FUS suppressor, TDP-43 yeast inh, EPAC1 agonist, aSyn yeast inh, EPAC2 antagonist, EPAC2 ag, EPAC1 antag
Cc1ccn(CC(=O)N2CCCC(N3CCN(Cc4ccc5c(c4)OCO5)CC3)C2)n1 (centres undefined)
  -23.8%, ., -1.7%, -1.6%, -0.8%, -2.2%, 5.5%, 12.5%
COc1ccc2nc(SCC(=O)NC3CCCCC3)[nH]c2c1
  -25.9%, 7.4%, 6.0%, 3.5%, 5.0%, 7.8%, 5.6%, -0.9%
CCCN(CCC)C(=O)CSc1nc2ccccc2c(=O)n1C1CCCC1
  -5.3%[57.5 µM], 47.8%, ?, 4.6%, -15.0%, 10.4%[57.1 µM], 19.9%, -1.9%
Cc1ccc(C)c(NC(=O)COc2cccc3c2CCN(Cc2ccccc2C)C3=O)c1
  -16.6%, 5.7%, -15.1%, 2.2%, -4.7%, -3.3%, 4.7%, -12.1%
O=C1CCCc2c1cc(C(=O)NC1CCSC1=O)c(=O)n2-c1ccccc1 (centres undefined)
  7.3%[57.5 µM], -2.7%, 6.5%, -1.5%, -3.4%, -2.0%, 6.9%, 1.7%
CCOC(=O)C1CCCN(C(=O)C2CCN(S(=O)(=O)c3cccs3)CC2)C1 (centres undefined)
  -3.2%, -15.1%, -31.2%[inhibitor], 5.4%, -6.0%, -1.0%, 13.7%, 1.4%
CN(Cc1cccc(Cl)c1)C(=O)C1CCC(=O)N(C2CC2)C1 (centres undefined)
  -15.8%, -22.0%, -1.9%, -10.3%, -1.0%, 8.5%, 2.0%, -12.9%
O=C(NCCc1csc(-c2cccnc2)n1)c1cccc(Cl)c1
  -84.0%&-20.9%[inhibitor], 4.3%&-11.5%, ?, 13.7%, 1.7%&-2.7%, -6.3%, 1.1%, -3.6%
COc1ccc(-c2nn(-c3ccccc3)cc2C(=O)N2CCN(C(=O)c3ccco3)CC2)cc1
  -3.0%, 1.8%, -7.8%, 2.3%, -1.3%, -0.7%, 2.5%, -1.8%
Cc1cccc2cc(CN(Cc3cccs3)C3(c4nnnn4C4CCCC4)CCCC3)c(=O)[nH]c12
  -9.2%[57.5 µM], -10.0%, 3.9%, -1.1%, 9.5%, 2.9%, 2.9%, 10.1%
CC(=O)c1c(C)[nH]c(C(=O)NC2CCCCC2)c1C
  i, 18.0%, 0.6%, -6.8%, 1.7%, 1.1%, -4.5%, 13.5%
Cc1ccc(C)c(S(=O)(=O)N2CCN(C(=O)Cn3[nH]c(=O)c4ccccc4c3=O)CC2)c1
  i, 8.6%, -26.5%, 1.4%, 7.8%, 0.6%, 4.1%, 3.8%
CSc1ncc(Cl)c(C(=O)Nc2ccccc2Br)n1
  -20.2%, -19.4%, 13.1%, 13.9%, -6.9%, -5.8%, 0.0%, -2.8%
CC1=C(C(=O)NCCc2ccc(C)cc2)C2(CCC(C)CC2)OC1=O (centres undefined)
  -24.9%, 1.7%, 0.0%, -9.1%, 1.0%, 4.4%, 4.5%, -0.8%
Cc1cccc(OCCCC(=O)Nc2ccc(Br)cc2)c1
  -21.1%, 2.0%, 23.3%, -2.3%, -0.2%, -7.7%, -0.4%, -2.3%
O=C(Nc1ccc(F)cc1)c1cc(S(=O)(=O)Nc2ccc(F)cc2)cs1
  i, 4.7%, -21.3%, 1.6%, -1.6%, -22.0%, 12.5%, ?
Cc1ccc(C(C)C)c(OCc2ccc(C(=O)N/N=C/c3ccc(O)cc3O)cc2)c1
  i, 1.6%, -37.5%[inhibitor], -29.3%, 7.4%, 9.9%, -10.5%, -4.1%
O=C(Cc1ccccc1)Nc1cccc(C(=O)O)c1O
  i, 10.8%, -6.7%, -0.5%, 0.2%, -0.7%, 17.5%, 12.2%
Cn1ccs/c1=N\C(=O)Nc1cccc(Cl)c1
  -4.3%, -2.5%, 20.5%, -6.0%, -3.0%, 7.8%, 5.2%, -4.3%
O=S(=O)(c1ccc(F)c(Cl)c1)N1CCN(C/C=C/c2ccccc2)CC1
  -41.3%[inhibitor], ., 16.8%, 12.7%, 14.5%, -7.6%, 10.8%, 8.0%
CCCCC1(Br)C(=O)N(c2ccccc2)N(c2ccccc2)C1=O
  -22.7%, ., 13.5%, 8.5%, 6.5%, -0.8%, 3.5%, -13.0%
Cc1cc(NC(=O)c2cccnc2)ccc1NC(=O)c1ccco1
  -4.1%[57.5 µM], 6.9%, 4.0%, 8.3%, -4.8%, 0.1%, 7.0%, 12.5%
CCCn1c(C)cc(/C=C(\C#N)C(=O)O)c1C
  -16.3%, 11.7%, -2.3%, -1.8%, -9.2%, -1.1%, 8.2%, -17.8%
CC(=O)Nc1ccc(S(=O)(=O)NC2CC(=O)N(c3ccc(C)c(C)c3)C2)cc1 (centres undefined)
  -28.3%, 1.8%, 8.7%, -1.6%, 8.3%, -2.6%, 3.6%, 4.3%
COc1ccc([C@H]2CC(=O)C=C(c3ccc(Cl)c(C(F)(F)F)c3)C2)cc1OC
  i, ?, 15.8µM*, 2.9%, -0.1%, -26.4%, 2.9%, -0.8%
COc1ccc(C2CCCN2C(=O)Nc2ccc(F)cc2)cc1OC (centres undefined)
  -2.7%, -6.7%, 0.0%, -2.5%, -0.7%, -4.2%, 4.0%, -2.6%
CC(C)Oc1ccc(C2C(C#N)=C(N)Oc3c2oc(CO)cc3=O)cc1 (centres undefined)
  -6.3%, 2.2%, -1.4%, -0.8%, 0.0%, 4.3%, 8.5%, -0.7%
NC(=O)c1sc2nc(-c3ccco3)ccc2c1N
  i, ., -9.3%, -14.6%, ?, 19.6%, -4.5%, -2.3%
COc1ccc(CCNC(=O)c2ccc3c(=O)n(Cc4ccco4)c(=S)[nH]c3c2)cc1OC
  -29.4%, 14.4%, -12.1%, -7.0%, -4.9%, 1.6%, -4.7%, -3.8%
COCC(=O)N/N=C\c1cccc(OC)c1OC/C=C/c1ccccc1
  -23.0%, 27.9%, 22.2%, -4.0%, -7.2%, -3.0%, 7.9%, 4.8%
O=C(Nc1nc2c(s1)CCCC2)c1cc(-c2ccncc2)nc2ccccc12
  -78.0%[inhibitor], 24.7%, 9.4%, -9.1%, -1.3%, -2.5%, 2.0%, 16.4%
Cc1[nH]n(C(N)=S)c(=O)c1N=Nc1cc(C(F)(F)F)ccc1Cl
  -28.9%, 15.2%, 25.2%, -1.3%, -4.9%, 2.2%, 1.6%, 8.9%
C/C=C/c1ccc2c(c1)O[C@H](CN(C)CC1CCOCC1)[C@@H](C)CN([C@H](C)CO)S2(=O)=O
  0.6%, -23.1%, 0.0%, -14.8%, ?, -0.4%, -1.4%, 3.4%
COc1cc(C(=O)OC(C)CN2C(C)CCCC2C)cc(OC)c1OC (centres undefined)
  i, 7.2%, 5.2%, 10.8%, 7.1%, 0.1%, 4.6%, -7.0%
O=C(Nc1nc(-c2ccc(F)c(F)c2)cs1)C1=COCCO1
  -62.9%[inhibitor], 20.1%, 3.98µM*, -7.9%, 0.2%, -4.5%, 4.4%, -0.1%
O=C(COC(=O)c1ccccc1F)Nc1ccc2c(c1)OCCO2
  -20.5%, 0.9%, -15.9%, 14.1%, -0.2%, -3.5%, 13.6%, -25.2%

Bioassay records from PubChem BioAssay.
